# Screening data from PubChem.
# Growth percent in the NCI-60 one-dose screen (48 h, 10 µM unless noted): 100 = growth as untreated, 0 = no growth, -100 = all killed.
# PC-3: PC-3 prostate cancer cells; 80,000 tested, 3.9% active; AID 1794754
# SF-539: SF-539 CNS cancer; 81,000 tested, 6.8% active; AID 1794752
# OVCAR-8: OVCAR-8 ovarian cancer | 81,000 tested, 4.4% active | AID 1794782
# SF-268: SF-268 CNS cancer cells | 82,000 tested, 3.1% active | AID 1794759
# SF-295: SF-295 CNS cancer cells | AID 1794758 | 79,000 tested, 5.6% active
# U251: U251 CNS tumor cells; 80,000 tested, 5.4% active; AID 1794753
# DU-145: DU-145 prostate cancer. 81,000 tested, 4.2% active
# SNB-19: SNB-19 CNS cancer cells; 81,000 tested, 2.5% active; AID 1794751
# Numbers without * were called inactive; . = not tested or not shown; & = joins results of further samples. Rule for the calls: active = growth percent below 10; inactive = the rest.
molecule	PC-3	SF-539	OVCAR-8	SF-268	SF-295	U251	DU-145	SNB-19
CCOC(=O)c1c(Nc2ccccc2)nn2c(-c3ccco3)ccnc12	99.5	93.9	96.1	100.9	99.6	97.8	92.9	101.3
C=C1C(=O)O[C@H]2[C@H]1CC/C(C(=O)NCCOCCOCC(=O)Nc1ccc(OC)c(C(N)=O)c1O)=C\CC[C@@]1(C)O[C@@H]21	97.0	90.7	89.8	89.4	103.9	89.8	100.5	95.1
N#Cc1c(-c2ccccc2)cc(-c2ccccc2)n(CCCC(=O)NO)c1=O	35.5	20.6	12.5	37.3	13.8	26.8	26.1	43.5
CCCCCCCCSC(=N)N	81.3&89.0	84.6&111.8	103.0&100.9	91.7&103.5	97.4&98.4	85.4&86.0	98.6&118.0	95.9&89.0
CCOC(=O)c1c(Cl)c2c(n1C)-c1oncc1CCC2	97.9	89.6	85.4	99.9	86.4	87.0	114.8	86.1
Cc1cc(N)c(S(=O)(=O)O)c(N)c1	85.4	96.8	109.2	109.2	96.0	98.7	96.6	90.7
O=C(Nc1nc(-c2ccccc2)cs1)c1cc(-c2ccc(Br)cc2)nc2ccc(Cl)cc12	79.6	112.1	80.3	92.0	95.3	98.6	98.8	94.1
CN1CCN(c2ccc(-c3cccc(CN4CCOCC4)c3)cc2NC(=O)c2c[nH]c(=O)cc2C(F)(F)F)CC1	96.4	95.8	102.4	89.5	94.7	102.3	99.4	88.3
Cc1cc(NS(=O)(=O)c2ccc(Nc3nc(CN/N=C/c4ccc([N+](=O)[O-])cc4)nc4ccccc34)cc2)no1	92.9	97.7	97.5	87.6	97.6	96.6	86.7	99.2
Cc1cccc(NC(=O)Nc2cccc(-c3cc(=O)c4ccccc4o3)c2)c1	74.8	94.3	79.0	99.5	85.4	88.4	92.6	95.1
COc1cc2ncnc(Nc3ccc(S(=O)(=O)Nc4cc(C)on4)cc3)c2cc1OCCCN1CCN(c2ccccc2)CC1	98.1	97.1	100.8	96.2	104.4	99.5	107.6	107.3
CC1=C(C(=O)Nc2ccccc2)C(c2ccc3c(c2)OCCO3)NC(=O)N1 (stereo unspecified)	.	100.3	102.3	100.0	114.3	105.0	114.2	99.6
CCN(CC)c1cc2oc3cc(N)cc(=N)c-3nc2cc1C	39.2	1.9*	2.1*	64.5	48.1	19.4	85.7	69.7
CNc1nc(Nc2ccc(OC)cc2)ncc1C(N)=O	114.4	60.6	103.7	83.2	97.3	100.0	107.8	98.5
CCOC(=O)c1cc(C(=O)OC)n2ccc3ccccc3c12	87.3	97.8	100.9	99.1	105.2	93.2	106.2	96.6
O=C(Oc1cccnc1)c1sccc1Nc1ccnc(C(F)(F)F)c1	97.4	109.9	100.5	61.2	98.2	97.6	110.2	99.4
S=C(S)NNc1ccccc1	90.0	95.8	101.3	98.0	96.7	101.3	108.3	104.0
O=C(COc1cccc2cccnc12)Nc1ccc(C(=O)/C=C/c2cccs2)cc1	93.5	91.2	97.6	89.4	97.9	94.7	87.4	89.8
O=C(O)c1ccc(-n2cc(CNc3ccc(F)cc3)c(-c3ccc(F)cc3)n2)cc1	69.4	73.8	73.5	90.0	79.7	64.1	92.6	75.6
COc1cc(C(=O)c2cc(C(C)=O)c3cccc(C)n23)cc(OC)c1OC	55.7	46.8	50.8	54.0	17.9	30.9	68.3	39.8
CCCCCCCCCCOC(=O)c1ccc(OC)cc1	88.8	113.8	101.2	104.8	106.6	88.3	113.5	106.3
N=C(N)N=Nc1c(O)[nH]c2ccccc12	96.5&82.9	104.5&123.2	99.9&103.0	152.2	110.5	106.3&108.9	116.7	108.9&97.8
S=c1[nH]nc(-c2cc3ccc2CCc2ccc(cc2)CC3)n1-c1cccnc1	87.3	109.2	95.7	92.1	98.2	68.8	109.9	91.1
CC[C@@]12CC(C(=O)OC)=C3Nc4cc(O)ccc4[C@@]34CCN(C[C@H]3O[C@H]31)[C@@H]24	98.2	96.4	102.5	110.5	95.9	100.9	108.0	98.1
CCCn1c(N)c(N(CCOC)C(=O)COc2ccc3ccccc3c2)c(=O)[nH]c1=O	112.0	99.3	37.6	96.0	98.8	99.0	104.4	93.0
CN1CCN(Cc2ccc(NC(=O)c3cncc(C#Cc4cnc5ccc(OCCCS(C)(=O)=O)nn45)c3)cc2C(F)(F)F)CC1	1.6*	-68.4*	-20.5*	-45.8*	0.2*	-4.3*	1.0*	1.7*
O=S(=O)(O)c1ccc(O)c(S(=O)(=O)O)c1	106.4	98.6	98.9	91.6	104.3	103.3	104.5	96.4
COC(=O)/C=C/c1cccc([N+](=O)[O-])c1	97.5	100.3	94.9	95.2	105.0	76.7	98.8	99.3
O=C(n1ccc2cc(OS(=O)(=O)c3ccc(C(F)(F)F)cc3)ccc21)C12CC3CC(CC(C3)C1)C2	89.8	98.5	100.6	88.6	99.6	92.4	105.3	97.8
Cc1nc2scc(-c3ccccc3)n2c(=O)c1CCN1CCOCC1	81.4	103.6	104.8	95.4	74.0	95.0	108.4	92.4
Cc1ccc2cc3c(NC(=O)c4cccnc4)nn(C)c3nc2c1	62.5	97.1	94.6	97.3	100.8	85.2	100.2	82.6
CCCSc1nc2ccc(C)cc2cc1/C=[N+](\[O-])c1ccccc1	23.1	1.4*	12.4	45.5	98.8	12.8	42.0	37.2
CCCCCCCCCCCCCCCCCCOc1ccc(CC(=O)NCC[N+]2(C)CCOCC2)cc1	44.1	107.5	94.1	80.4	78.4	36.1	89.4	58.6
CCCCOc1ccc(S(=O)(=O)N2CCN(c3nc(C)cc(N4CCOCC4)n3)CC2)cc1	36.4	75.9	45.0	3.9*	-22.5*	18.8	16.6	62.6
COc1ccc(C2=NN(C(=O)c3ccc(S(N)(=O)=O)cc3)C(c3ccc(OC)cc3)C2)cc1 (stereo unspecified)	99.1	97.2	101.6	93.5	98.4	99.4	101.8	101.3
CCOC(=O)c1c(NC(=O)CSc2nnc(C(C)c3ccc(CC(C)C)cc3)n2-c2ccccc2)sc(C)c1C (stereo unspecified)	19.7	93.1	81.9	83.0	68.8	64.4	92.6	84.6
COc1ccc(C(OC(C)=O)OC(C)=O)cc1OC(C)=O	106.8	107.9	103.4	107.5	109.6	104.0	108.2	106.7
COc1cc2nc(NC3CCC3)nc(NC3CCN(C(C)C)CC3)c2cc1OC	58.9	5.1*	58.2	77.9	96.6	21.5	57.1	91.0
Cc1cnc(Cl)nc1N1c2ccncc2Sc2ccncc21	97.7	104.1	89.7	105.4	118.1	93.2	109.8	102.8
COc1ccc(NC(=O)CCSc2nc3ccccc3c(=O)n2Cc2cc(OC)c(OC)c(OC)c2)cc1	75.3	84.5	86.9	81.4	91.1	96.7	108.2	77.3
C[C@H]1[C@H]2C3=CC[C@@H]4[C@@]5(C)C/C(=C\c6ccccc6)[C@H](O)C(C)(C)[C@@H]5CC[C@@]4(C)[C@]3(C)CC[C@@]2(CO)CC[C@@H]1C	60.0	90.4	100.7	90.4	95.4	97.4	96.4	87.4
O=S(CC(O)c1ccccc1)c1ccccc1 (stereo unspecified)	87.5	101.4	100.3	109.6	98.9	98.6	112.5	99.5
CCOC(=O)C1=C(SC)N=C2C(c3nc4ccccc4s3)=Cc3cc(Br)ccc3N2N=C1N	76.1	102.6	98.0	90.5	100.1	93.4	104.2	94.2
CCCCCCCCCCCCCCCCCC(=O)NCc1ccc(OC)cc1	97.4	95.0	106.0	106.6	98.9	102.2	110.7	94.2
CCOC(=O)c1cc(Cl)nc2ccccc12	98.9	106.2	107.7	95.2	96.0	96.1	103.5	113.9
CCOC(=O)C1O[N+]([O-])=C(c2ccc(OC)cc2)C1c1cccc(OC)c1 (stereo unspecified)	96.3	99.9	102.2	97.4	103.2	94.8	105.1	100.6
O=C(Cc1ccc(NC(=O)c2cccc(Cl)c2)cc1)NCc1ccccc1	48.8	36.7	67.1	61.7	41.3	33.3	86.1	47.5
CC(=O)c1nnn(-c2c(C(=O)n3nc(C)cc3C)sc(=S)n2-c2ccccc2)c1C	98.2	96.6	102.6	105.7	109.4	109.4	109.0	99.1
Cc1cc(C)c(S(=O)(=O)Cl)c(C)c1	100.9	94.9	96.6	97.1	.	105.9	106.9	101.3
O=C1NC(=NCCCO)S/C1=C\c1cccs1	.	93.7	102.5	99.9	104.8	97.8	110.9	100.3

# 7 of the compounds above, with values under each structure.
# Fields: PC-3	SF-539	OVCAR-8	SF-268	SF-295	U251	DU-145	SNB-19
> CCOC(=O)C1=C(SC)N=C2C(c3nc4ccccc4s3)=Cc3cc(Br)ccc3N2N=C1N
  76.1	102.6	98.0	90.5	100.1	93.4	104.2	94.2
> CCCCCCCCCCCCCCCCCC(=O)NCc1ccc(OC)cc1
  97.4	95.0	106.0	106.6	98.9	102.2	110.7	94.2
> CCOC(=O)c1cc(Cl)nc2ccccc12
  98.9	106.2	107.7	95.2	96.0	96.1	103.5	113.9
> CCOC(=O)C1O[N+]([O-])=C(c2ccc(OC)cc2)C1c1cccc(OC)c1 (stereo unspecified)
  96.3	99.9	102.2	97.4	103.2	94.8	105.1	100.6
> O=C(Cc1ccc(NC(=O)c2cccc(Cl)c2)cc1)NCc1ccccc1
  48.8	36.7	67.1	61.7	41.3	33.3	86.1	47.5
> CC(=O)c1nnn(-c2c(C(=O)n3nc(C)cc3C)sc(=S)n2-c2ccccc2)c1C
  98.2	96.6	102.6	105.7	109.4	109.4	109.0	99.1
> Cc1cc(C)c(S(=O)(=O)Cl)c(C)c1
  100.9	94.9	96.6	97.1	.	105.9	106.9	101.3

# (list continues)
molecule	PC-3	SF-539	OVCAR-8	SF-268	SF-295	U251	DU-145	SNB-19
COc1ccccc1/C=N/N1CCCCCC1	.	101.8	102.8	94.6	103.7	.	128.1	90.9
Cc1cc(O)c(/C=N/C(=S)Nc2cccc(C)c2C)c(=O)o1	84.5	105.1	93.4	94.3	102.7	88.2	105.9	96.3
COc1ccc(NC(=O)CSc2nnc(-c3ccc4nc(-c5ccc(OC)cc5)[nH]c4c3)o2)cc1	100.4	82.4	100.2	106.6	103.7	91.2	113.6	107.3
O=C(N/C(=C/c1cc2cc(Cl)ccc2nc1Cl)c1nc2ccccc2[nH]1)c1ccccc1	90.9	103.1	107.7	113.8	113.5	107.2	119.7	104.3
COc1cc(-c2cc(C(=O)Nc3nc4cc(C)c(C)cc4s3)nc3cc(-c4ccccc4)nn23)cc(OC)c1OC	101.8	107.1	92.3	.	96.1	109.7	121.0	102.0
CC/C=C\C[C@H](O)C/C=C1/C(=O)C=C[C@@H]1C/C=C\CCCC(=O)N(C)C	2.4*	14.7	2.8*	16.6	-1.4*	-31.0*	16.4	27.1
COc1ccc(C(c2cc(OC)c(OC)c(OC)c2)n2ccnc2)cc1O (stereo unspecified)	20.7	9.5*	10.3	39.6	-3.0*	15.5	12.9	30.5
O=C(Nc1ccccc1)C1=NCCCCN1	97.3	102.2	102.5	103.7	99.7	98.4	115.2	98.2
COc1ccc(C(=O)C/C(=C\c2ccc(O)c(OC)c2)C(=O)NCc2ccccc2)cc1	80.8	90.4	92.8	88.5	103.1	95.2	99.1	87.1
CCOC(=O)Oc1ccc(-c2noc(=O)[nH]2)cc1	94.3	101.2	97.1	90.8	98.4	93.4	102.1	102.7

# Copied from the list.
# Value of `COc1cc(-c2cc(C(=O)Nc3nc4cc(C)c(C)cc4s3)nc3cc(-c4ccccc4)nn23)cc(OC)c1OC` in SF-295: 96.1
# Value of `CCOC(=O)Oc1ccc(-c2noc(=O)[nH]2)cc1` in SF-295: 98.4
# Value of `COc1ccc(C(c2cc(OC)c(OC)c(OC)c2)n2ccnc2)cc1O` (stereo unspecified) in SNB-19: 30.5

# (list continues)
molecule	PC-3	SF-539	OVCAR-8	SF-268	SF-295	U251	DU-145	SNB-19
[Cl][Ru].c1ccc(-c2cc(-c3ccccn3)nc(-c3ccccn3)c2)cc1.c1ccc(-c2ccnc3c2ccc2c(-c4ccccc4)ccnc23)cc1	-7.8*	-20.5*	-65.5*	13.8	-23.1*	-54.8*	7.7*	12.2
CC(C)(C)OC(=O)N1CC(Cn2cc(C(F)(F)F)c3c(Cl)ncnc32)C1	-75.0*	79.9	-72.4*	-86.9*	30.4	-98.0*	-100.0*	-89.8*
O=C(Nc1cccc(Cl)c1)Nc1cccc(Cl)c1	26.8	91.4	77.0	88.6	24.8	63.5	78.6	.
C/C(=C/c1cc(Cl)ccc1O)c1ccc2cc(Cl)ccc2[o+]1	95.9	96.8	100.6	96.9	104.0	105.1	105.1	96.3
COc1ccc(C/C(C)=C(/c2ccc(OCCN3CCCCCC3)cc2)c2ccc(OC(=O)Cc3ccccc3)cc2)cc1	101.7	100.2	109.0	106.0	104.6	112.3	110.5	106.0
O=C(O)C(CO)c1ccccc1 (stereo unspecified)	99.1	114.7	111.0	107.9	94.6	110.3	119.1	106.5
COc1ccccc1CCO	98.1	103.1	93.0	121.5	87.6	92.4	116.6	103.2
COc1ccc(-c2nn(CC(=O)N3CCOCC3)c3ncnc(N)c23)cc1	98.7	99.4	99.3	100.0	101.2	99.4	108.3	95.1
Cc1cc(O)c([N+](=O)[O-])cc1Cl	100.2	94.3	108.3	107.1	102.7	110.2	113.6	97.1
CN(C)c1ccc(N=Cc2ccccc2)cc1	93.7	94.0	106.0	102.8	182.6	105.8	104.1	.
O=C(CCCCCCC(=O)Nc1ccc(C(=O)/C=C/c2cn(-c3ccccc3)nc2-c2ccccc2)cc1)NO	79.4	83.8	64.2	87.3	99.7	75.4	71.9	81.5
Cc1onc(-c2ccccc2)c1C(=O)NC1C(=O)N2[C@@H]1SC(C)(C)[C@@H]2C(=O)O (stereo partly specified)	103.4	.	102.4	103.7	100.7	105.1	105.2	105.1
COc1cccc(-c2cn3nc(-c4cn(C)c5ccccc45)sc3n2)c1	94.7	94.0	101.2	94.8	96.3	97.7	105.8	91.7

# Rows were taken by chance; any-hit rate near 9.2%.
